CCR6 antagonist = antagonists of human CCR6 receptor; P51684; hit rate 0.49% among 340,000; AID 493098; CHO-K1 CCR6 PathHunter beta-arrestin, luminescence, CCL20-stimulated; inhibition, % at 20 µM;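 active means compounds whose inhibition of the agonist-driven luminescence signal at 20 µM reaches about 50%, limit read from the data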;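 further: cells stimulated with CCL20 at 14 nM final; plate controls were DMSO with CCL20 for no effect and DMSO without agonist for full effect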
EBI2 antag = EBI2 (human) antagonism | AID 651636 | EBI2 beta-arrestin recruitment, luminescence, 7a,25-OHC stimulated | hit rate 0.81% among 360,000 | inhibition, % at 5 µM; in the data active means inhibition above about 38%;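 further: enzyme fragment complementation signal reports receptor beta-arrestin coupling in cells; 0% = agonist plus DMSO wells and 100% = wells without agonist; some results beyond the cut were filed as inactive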
Target sequence (P32249 whole entry, looked up, the tested form may be a part): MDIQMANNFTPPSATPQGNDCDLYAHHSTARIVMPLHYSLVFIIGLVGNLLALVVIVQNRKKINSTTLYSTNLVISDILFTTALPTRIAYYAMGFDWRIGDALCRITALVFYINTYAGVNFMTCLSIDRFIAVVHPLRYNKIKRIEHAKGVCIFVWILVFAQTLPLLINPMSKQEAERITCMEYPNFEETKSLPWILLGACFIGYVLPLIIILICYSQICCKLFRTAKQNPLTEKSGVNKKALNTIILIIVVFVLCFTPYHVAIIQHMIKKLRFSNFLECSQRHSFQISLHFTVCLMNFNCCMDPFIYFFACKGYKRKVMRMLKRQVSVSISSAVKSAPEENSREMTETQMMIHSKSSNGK
Jurkat NFkB inh = inhibitors of the PMA/ionomycin-induced NF-kB reporter in Jurkat cells | hit rate 0.53% among 330,000 | AID 435003 | inhibition, % at 4 µM | PMA/ionomycin-induced NF-kB luciferase reporter, luminescence; in the data active means inhibition above about 50%
CXCR6 inh = blocks human CXCR6 beta-arrestin recruitment; AID 602244; O00574; hit rate 0.36% among 360,000; inhibition, % at 20 µM; CHO-K1 PathHunter CXCR6 beta-arrestin, luminescence; in the data active means inhibition above about 34%, passing the limit was not always enough;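 further: antagonist mode with CXCL16 agonist at 10 nM final; 0% = 10 nM CXCL16 with DMSO and 100% = unstimulated wells without agonist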
697 NFkB inh = lowers PMA/ionomycin-induced NF-kB signal in 697 B cells; inhibition, % at 4 µM; 697 B-cell NF-kB luciferase reporter, 16 h; hit rate 0.33% among 330,000; in the data active means inhibition above about 35%
Gli-Sufu block = blocks Gli-Sufu signaling in a luciferase reporter. Sufu-KO-LIGHT fibroblasts, Gli luciferase reporter luminescence. inhibition, % at 5 µM. hit rate 0.74% among 340,000. AID 588413;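 active means inhibition above about 55%, limit read from the data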;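 further: 0% = DMSO-treated cells and 100% = wells with medium but no cells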
UBC13 inh = human UBC13 polyubiquitination inhibition. P61088. UBC13 polyubiquitin chain formation, TR-FRET. inhibition, % at 20 µM. hit rate 0.47% among 330,000. AID 485273; in the data active means inhibition above about 45%, passing the limit was not always enough
Target sequence (P61088 whole entry, looked up): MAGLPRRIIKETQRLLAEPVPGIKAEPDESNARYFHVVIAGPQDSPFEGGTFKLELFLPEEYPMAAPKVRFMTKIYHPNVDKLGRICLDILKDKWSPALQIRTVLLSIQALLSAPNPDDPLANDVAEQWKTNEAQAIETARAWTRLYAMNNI
APJ antagonist = antagonists of human APJ apelin receptor; P35414; CHO-K1 APJ beta-arrestin complementation, luminescence; inhibition, % at 20 µM; hit rate 0.32% among 330,000; AID 2521;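 active means inhibition above about 40% at 20 µM, limit read from the data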;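 further: cells challenged with 10 nM apelin-13 agonist together with compound; plate controls were apelin-13 plus DMSO wells for no effect and DMSO wells lacking apelin-13 for full effect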
Target sequence (P35414 whole entry, looked up): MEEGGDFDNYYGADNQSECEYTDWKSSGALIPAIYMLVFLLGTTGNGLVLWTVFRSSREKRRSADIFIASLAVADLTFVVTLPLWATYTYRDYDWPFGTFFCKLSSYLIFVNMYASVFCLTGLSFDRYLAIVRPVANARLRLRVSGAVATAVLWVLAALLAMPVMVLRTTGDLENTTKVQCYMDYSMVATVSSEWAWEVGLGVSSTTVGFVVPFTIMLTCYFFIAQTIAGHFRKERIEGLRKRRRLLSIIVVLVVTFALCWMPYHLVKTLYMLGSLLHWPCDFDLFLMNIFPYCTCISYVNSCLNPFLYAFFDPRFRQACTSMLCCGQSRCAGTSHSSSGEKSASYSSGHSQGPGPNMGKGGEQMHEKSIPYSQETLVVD
* marks the source's active call; other numbers are inactive results; . = not tested or not shown.

SMILES | CCR6 antagonist | EBI2 antag | Jurkat NFkB inh | CXCR6 inh | 697 NFkB inh | Gli-Sufu block | UBC13 inh | APJ antagonist
O=C(CSc1nnc(Nc2ccccc2)s1)NCc1cccs1 | -2.5 | -8.8 | -19.3 | 5.4 | -14.5 | -2.2 | -7.1 | -10.3
COc1ccc(CN2CCN(c3ccccc3OC)CC2)cc1OC | 12.3 | 6.2 | -0.6 | -2.9 | -11.8 | 6.5 | -3.1 | 14.6
CC(Oc1ccc(F)cc1)C(=O)Nc1ccccc1C(=O)N1CCCCC1 (stereo unspecified) | 3.6 | 3.9 | -10.2 | 9.9 | 11.2 | 0.8 | 10.5 | -5.9
COCCNC(=O)C1CCCN(c2ncccn2)C1 (stereo unspecified) | -5.9 | -2.4 | -1.4 | 11.9 | 13.9 | 7.2 | 8.4 | 5.0
C=CCOc1c(CNn2cn[nH]c2=S)cccc1OC | 4.3 | -9.2 | 7.4 | 5.7 | 15.9 | -11.3 | 18.8 | 7.5
Cc1cc(=O)oc2cc(OCC(=O)OCC(=O)Nc3ccccc3F)ccc12 | 19.0 | -15.0 | -27.5 | 0.7 | -25.7 | . | -2.1 | -5.1
Cc1cc(OC(=O)c2ccco2)c(Sc2ccccc2[N+](=O)[O-])c(=O)o1 | 17.3 | -4.4 | 13.5 | 0.3 | 11.3 | 2.7 | 1.0 | 1.2
O=C(CN(Cc1ccc(Cl)cc1)C(=O)CNS(=O)(=O)c1ccc(F)cc1)NCC1CCCO1 (stereo unspecified) | 5.0 | -10.8 | 5.3 | 3.9 | 0.4 | -5.0 | -2.3 | 20.8
CCOC(=O)c1cc(CC)sc1NC(=O)COC(=O)c1cc[n+]([O-])cc1 | -0.3 | -5.7 | -14.8 | 0.6 | -6.1 | -9.2 | -2.7 | 6.8
O=C(OCc1ccccc1)C1=NNC2C(=O)N(Cc3ccccc3)C(=O)C12 (stereo unspecified) | 8.6 | 1.4 | -7.0 | -3.9 | 3.8 | -2.1 | 2.8 | 18.0
CC(=O)N/C(=C/c1ccc(OS(=O)(=O)c2ccc(C)cc2)cc1)C(=O)Nc1ccc(C(=O)O)cc1 | 10.2 | 11.0 | 0.3 | -2.8 | 20.3 | -6.9 | 0.8 | -10.2
Cc1ccc(CN2CCC(CNC(=O)Nc3ccccc3F)CC2)cc1 | 16.2 | 12.8 | 21.6 | 8.7 | 15.7 | 50.3 | 3.9 | 18.1
COc1ccccc1C(=O)N/C(=C\c1ccc(Br)cc1)C(=O)NCCC(=O)O | -0.3 | -16.6 | -24.9 | 0.7 | -23.0 | -5.0 | -4.4 | -9.3
Nc1nc(-c2ccc(-n3nncc3-c3ccco3)cc2)cs1 | 7.9 | . | 6.3 | . | 15.7 | -8.5 | 27.3 | 3.6
CC1=C(C(=O)OCc2ccccc2)C(c2ccccc2OS(=O)(=O)c2ccc([N+](=O)[O-])cc2)NC(=O)N1CCCC(=O)O (stereo unspecified) | -10.4 | -42.1 | -6.3 | -13.1 | 22.0 | -9.1 | -32.2 | -182.4

Compound profiles, as listed above:
Shown for `CC(=O)N/C(=C/c1ccc(OS(=O)(=O)c2ccc(C)cc2)cc1)C(=O)Nc1ccc(C(=O)O)cc1` → CCR6 antagonist = 10.2; EBI2 antag = 11.0; Jurkat NFkB inh = 0.3; CXCR6 inh = -2.8; 697 NFkB inh = 20.3; Gli-Sufu block = -6.9; UBC13 inh = 0.8; APJ antagonist = -10.2
Shown for `O=C(CSc1nnc(Nc2ccccc2)s1)NCc1cccs1` → CCR6 antagonist = -2.5; EBI2 antag = -8.8; Jurkat NFkB inh = -19.3; CXCR6 inh = 5.4; 697 NFkB inh = -14.5; Gli-Sufu block = -2.2; UBC13 inh = -7.1; APJ antagonist = -10.3

The listing continues:
SMILES | CCR6 antagonist | EBI2 antag | Jurkat NFkB inh | CXCR6 inh | 697 NFkB inh | Gli-Sufu block | UBC13 inh | APJ antagonist
COCCNc1cc(C)nc2cc(-c3ccc(C)cc3)nn12 | 2.5 | 15.9 | -7.0 | 0.0 | -8.9 | -12.8 | 7.1 | 8.1
C/C(=N/Nc1ccc(C)cc1)C1(C)N(O)C(C)(C)C(c2ccco2)=[N+]1[O-] (stereo unspecified) | 14.1 | -1.6 | 1.8 | -16.7 | 1.2 | 8.5 | -5.4 | 7.3
CCNc1ccc(C(=O)OCC(=O)N(Cc2ccccc2)C(C)(C)C)cc1[N+](=O)[O-] | 19.5 | 22.7 | 3.3 | 18.8 | -13.8 | -3.4 | -8.1 | -13.5
CCOc1ccc(C2C(C(=O)c3ccc(C)o3)=C(O)C(=O)N2CCCN(CC)CC)cc1 (stereo unspecified) | 7.9 | -12.9 | 10.4 | 8.9 | 6.9 | -3.9 | -0.6 | -2.5
O=C(O)c1sc2cc(C(F)(F)F)cnc2c1-c1ccccc1 | 10.7 | -8.5 | -10.3 | -11.4 | -4.2 | 6.9 | -3.2 | -10.3
Oc1ccccc1CN1CCCN(Cc2ccccc2O)C1 | 4.6 | -8.7 | -0.3 | -8.0 | 0.7 | 6.3 | -0.4 | -19.5
Cc1cccc(OCCCCCN2CCOCC2)c1C | 3.4 | 5.5 | -2.2 | -2.7 | -3.4 | 13.2 | 11.7 | 12.8
CC(C)(C)c1ccc(C(=O)Nn2cnnc2)cc1 | 3.3 | -12.8 | 7.1 | -0.5 | -12.6 | -0.2 | -6.8 | -6.0
COc1ccc(C2=NC(=O)NC2c2ccc(OC)cc2)cc1 (stereo unspecified) | -1.7 | -11.4 | -12.0 | -12.1 | 10.1 | -4.1 | -9.3 | 12.8
COc1ccc(-n2ncc3c(N4CCN(Cc5ccccc5)CC4)ncnc32)cc1 | -17.9 | -27.0 | 25.9 | 3.7 | 5.3 | -4.7 | 8.6 | -5.0
Cc1c(C(=O)Nc2ccc(S(=O)(=O)Nc3ncccn3)cc2)oc2ccccc12 | 12.0 | -4.6 | -1.1 | 4.1 | 12.1 | -0.7 | 10.6 | 6.0
CCOc1ccc(N(CC(=O)NC2CCCCC2)S(=O)(=O)c2ccc(C)cc2)cc1 | -3.5 | 10.9 | 29.2 | 6.6 | 7.6 | 5.8 | 4.8 | 21.0
COc1ccc(-n2nc3c(c2NC(=O)COc2ccccc2)CS(=O)(=O)C3)cc1 | 15.7 | 4.9 | 13.0 | 2.6 | -8.4 | 7.9 | -3.0 | 16.1
CC(=O)Nc1c(C(=O)c2ccc(F)cc2)oc2ccccc12 | 2.9 | -4.3 | 13.1 | -1.5 | -2.1 | -0.7 | 12.5 | -7.1
CCN(CC)CCN1C2=C(C(=O)CC(C)(C)C2)C(c2cccc(F)c2)C2=C1CC(C)(C)CC2=O | 6.0 | -8.1 | -8.5 | 6.2 | 18.7 | 4.5 | 14.1 | -7.8
Cc1ccc(S(=O)(=O)CCNC(=O)Cc2ccccc2)cc1 | 11.4 | 0.7 | 13.9 | -1.9 | 5.6 | 5.3 | -0.6 | 1.7
O=C(COc1ccc(F)cc1)N(Cc1cccc(Br)c1)C1CCS(=O)(=O)C1 (stereo unspecified) | 15.9 | -5.8 | -8.8 | 2.0 | -9.4 | 37.5 | 0.8 | -9.0
CC/C(C)=N/NC(=O)c1[nH]c2ccc(C)cc2c1-c1ccccc1 | 5.6 | -2.1 | -6.0 | -8.0 | -1.9 | 2.4 | -0.2 | -41.7
COc1ccccc1CCC(=O)OCC(=O)Nc1ccc(S(N)(=O)=O)cc1 | 6.7 | -6.1 | -3.4 | -5.7 | -2.3 | 11.2 | 3.8 | 4.6
Cc1[nH]c(=O)nc2c1CCC2 | 9.8 | -17.3 | 22.9 | -3.6 | 0.3 | -1.3 | 4.5 | 4.6
CCOC(=O)Nc1cc2c(cc1C(C)=O)OCO2 | 3.2 | -12.0 | 1.2 | -0.3 | -22.9 | -1.9 | 0.0 | -4.7
CCc1nc(CN2CCCC(C(=O)c3ccc4c5c(cccc35)CC4)C2)c(C)[nH]1 (stereo unspecified) | 9.9 | -7.6 | 7.3 | 0.2 | -11.8 | 51.8 | 43.4 | 14.1
Fc1ccc2nc(C3CCCCN3Cc3nc(CC4CC4)no3)[nH]c2c1 (stereo unspecified) | 5.7 | 20.2 | 20.5 | 4.1 | 12.7 | 14.7 | -6.2 | -11.4
COc1ccc(C(=O)C2CCCN(S(=O)(=O)c3cccnc3)C2)c(C)c1 (stereo unspecified) | 6.0 | 1.4 | -10.2 | 2.9 | -4.2 | 5.2 | -0.6 | 6.1
CSc1ccc(C2c3[nH]c4ccccc4c3CCN2C(=O)c2cc(C)n(C)n2)cc1 (stereo unspecified) | . | . | -72.8 | . | -79.9 | . | -11.5 | -21.0
NC(=O)C(=O)NCCCN1CCOCC1 | 12.7 | 0.5 | 0.1 | -2.2 | 10.3 | 9.2 | -3.6 | -21.3
Cc1ccc(NC(=O)CSc2n[nH]c(-c3ccco3)n2)c(C)c1 | -3.3 | -6.4 | -63.2 | 0.6 | -3.4 | 56.6* | -10.0 | -39.2
O=C(O)Cc1ccc(C(=O)c2ccc(F)cc2)s1 | -1.6 | -8.5 | 8.7 | -1.7 | 20.1 | -3.9 | 2.0 | 4.3
c1ccc(-n2nnc3c(N4CCOCC4)ncnc32)cc1 | -1.0 | -11.6 | -98.7 | 11.1 | -110.5 | -36.3 | 2.1 | 9.8
COc1nc(N2CCCC2)nc(-n2nnc(C(C)=O)c2C)n1 | -13.5 | 1.1 | 1.6 | -6.3 | 4.1 | -4.5 | -1.3 | 8.1
O=C(O)c1cccc(NC(=S)NC(=O)c2ccc(-c3ccc(Cl)cc3)o2)c1 | 40.1 | 14.1 | -13.6 | 25.5 | -18.5 | -54.2 | -14.5 | 22.3
COc1ccc(CN(CC(=O)NC(C)C)C(=O)CCC(=O)Nc2nccs2)cc1 | 6.9 | -0.1 | -11.4 | -4.1 | -11.3 | -18.9 | 3.0 | 6.6
COc1ccc2cc(C#N)c(Cl)nc2c1 | 2.5 | 3.5 | -6.6 | -8.1 | 13.5 | -1.8 | 11.4 | -17.8
Cn1c2ccccc2c2nnc(SCc3nnc(-c4ccccc4)o3)nc21 | . | . | 9.8 | . | 8.7 | . | 15.1 | 11.2
Cc1cc(OCCN2CCOCC2)ccc1Cl | 2.5 | 5.1 | -16.2 | -6.7 | -17.3 | -25.4 | -0.4 | 5.9
CC(C)C(=O)Nc1ccc(S(=O)(=O)Nc2nccc(/C=C/c3ccccc3)n2)cc1 | 1.4 | 1.1 | 3.0 | -0.7 | 6.1 | 8.0 | 4.2 | 14.0
CCOC(=O)C1CCN(C(=O)c2ccc(NC(=O)C3CCCO3)cc2)CC1 (stereo unspecified) | -1.8 | 4.1 | 5.0 | -2.0 | 9.3 | -0.1 | 7.6 | 0.0
CCc1sc(NC(=O)COC)nc1-c1ccccc1 | 14.7 | 5.3 | -14.5 | -4.3 | -22.0 | -19.6 | 0.0 | -12.5
COc1cc(NS(=O)(=O)c2cccc3nsnc23)c(C(=O)O)cc1OC | 6.0 | -6.3 | . | 3.4 | . | -2.7 | . | .
COc1ccc(C(=O)Nc2cccc(NC(=O)c3ccc(OC)cc3OC)n2)c(OC)c1 | 2.5 | -5.9 | -12.9 | -2.1 | 17.5 | -2.7 | 0.3 | -4.0
O=C1c2ccccc2C(=O)c2cc(S(=O)(=O)Nc3ccccc3)ccc21 | 6.2 | -17.9 | 5.9 | 0.4 | -6.2 | 2.9 | -13.5 | -58.4
Cc1ccccc1NC(=S)N(CCN1CCOCC1)Cc1ccccc1F | -10.7 | -4.7 | 4.8 | -2.6 | -1.6 | 6.3 | -0.5 | -5.9
Cc1[nH]n(-c2ccccc2)c(=O)c1C=Nc1ccc(S(N)(=O)=O)cc1 | 12.3 | -7.3 | 5.7 | -4.8 | 8.1 | 4.8 | -12.7 | 4.1
CC(=O)Nc1ccc(NC(=O)COc2cccc3c2OC(C)(C)C3)cc1 | 3.3 | -1.6 | 2.3 | -2.2 | -2.4 | -0.6 | 1.7 | -4.8
Cc1cc(C)n(CCNS(=O)(=O)c2ccc(Cl)cc2)n1 | 8.1 | 1.5 | 13.7 | -1.2 | 21.3 | 0.3 | 5.8 | 11.6
CC1(C)Cc2c(sc3c2c(N)nc(=S)n3Cc2ccc(Br)cc2)CO1 | 4.5 | 19.6 | -5.9 | 5.1 | -14.7 | 7.0 | 18.6 | 16.9

Assay outcomes: PubChem BioAssay, Sanford-Burnham Center for Chemical Genomics
